# Vif imaging: HIV Vif inhibition; inhibition, % at 7.49 µM; AID 602346; hit rate 0.35% among 340,000; HEK293T cells, Vif self-association by quenched fluorescence, imaging, 24 h; in the data active = inhibition above about 50%, passing the limit was not always enough; inconclusive = no clear call, values can overlap the other calls; inactive = below about 31%; note: some results filed as inactive read as strong as hits
# CF NFkB block: cystic fibrosis NF-kB activation inhibition | KKLEB NF-kB-GFP reporter, PAF-induced, GFP fluorescence overnight | inhibition, % at 5 µM | hit rate 0.86% among 360,000 | AID 588850;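 active = at least 50% inhibition at 5 µM, scaled per plate between neutral and stimulator controls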;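 note: PAF is a Pseudomonas aeruginosa culture filtrate used as stimulus; plate controls were PAF-stimulated DMSO wells for no effect and unstimulated DMSO wells for full effect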
# Shn3 inh set2: Schnurri-3 reporter inhibition in Clone20 osteoblasts; Clone20 osteoblast Shn3 3'UTR firefly luciferase, 24 h; inhibition, % at 12.5 µM; hit rate 0.52% among 360,000; AID 588674;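 active = mean inhibition of at least 75% with every replicate also reaching 75%; inconclusive = mean inhibition at least 75% but some replicate below; inactive = mean inhibition below 75%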;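 note: 0% = median of neutral control wells and 100% = pilot-screen positive control compound; some compounds past the cut are filed as inactive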
# Peg3 prom inh: inhibitors of Peg3 promoter. HeLa PEG-Prom luciferase reporter, luminescence, overnight. inhibition, % at 20 µM. hit rate 1.7% among 360,000. AID 588405;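 active = inhibition of at least 50% at 20 µM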
# HIF-2a inh: blocks HIF-2a reporter activity. inhibition, % at 18.8 µM. 786-0 RCC cells HIF-2a reporter, luciferase luminescence, overnight. hit rate 0.72% among 360,000;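 active = inhibition of the luminescence signal of 40% or more relative to plate controls, in a single-dose primary screen at 18.75 µM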
# NR2E3 ag-1: NR2E3 (human) agonism. Q9Y5X4. GST-NR2E3/biotin-RetCOR TR-FRET, 1536-well. inhibition of corepressor binding, % at 4.78 µM. hit rate 0.12% among 320,000. AID 2300;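 active = percent inhibition above the cutoff of mean plus 3 SD of all tested compounds, set per screening campaign, cut at about 20% in these data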;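 note: 0% = DMSO wells and 100% = biotin wells as full block of FRET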
# Target sequence (Q9Y5X4 whole entry, looked up): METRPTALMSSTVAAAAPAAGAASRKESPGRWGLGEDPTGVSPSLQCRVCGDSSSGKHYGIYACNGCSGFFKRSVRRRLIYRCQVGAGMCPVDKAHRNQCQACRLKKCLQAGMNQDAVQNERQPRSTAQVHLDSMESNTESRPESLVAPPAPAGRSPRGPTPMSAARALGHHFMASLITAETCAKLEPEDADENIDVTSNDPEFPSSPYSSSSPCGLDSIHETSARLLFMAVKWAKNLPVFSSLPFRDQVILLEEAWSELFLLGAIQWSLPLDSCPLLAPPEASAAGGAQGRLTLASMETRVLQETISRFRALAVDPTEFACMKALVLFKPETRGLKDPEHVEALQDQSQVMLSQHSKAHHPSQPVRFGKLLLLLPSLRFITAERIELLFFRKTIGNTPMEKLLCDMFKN
#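 Test system – NR2E3–RetCOR corepressor complex · Quantity – NR2E3 fusion 1.35 nM · Buffer or medium – Tris pH 7.5 · Incubation – Compound–protein incubation for 5 h at 4 °C · Technique – TR-FRET, Eu(K)-anti-GST donor, streptavidin-D2 acceptor, ex 340, em 617/671 nm · Evaluation – percent inhibition of 671/617 nm emission ratio versus biotin and DMSO controls · Plate – 1536-well format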
# NR2E3 ag-2: activates human NR2E3 receptor; Q9Y5X4; inhibition of corepressor binding, % at 3.98 µM; hit rate 0.35% among 360,000; CHO-S Gal4-NCOR/VP16-NR2E3 two-hybrid, luciferase; AID 602229;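 active = inhibition above the mean of all tested compounds plus 3 SD, cut at about 70% in these data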;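 note: 0% = DMSO with NR2E3 transfected cells and 100% = cells lacking NR2E3 construct; higher means lower luciferase signal from less NR2E3 corepressor binding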
# PDI turbidity: PDI (human) enzyme inhibition; P07237; PDI insulin aggregation turbidity, A650, 90 min; inhibition, % at 10 µM; hit rate 0.052% among 350,000;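 active = mean inhibition across replicates of 30% or more, whatever share of single replicates reach that level; inconclusive = mean inhibition below 30% while every single replicate reaches 30%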;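 note: absorbance from insulin aggregation driven by PDI reduction with DTT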
# Target sequence (P07237 whole entry, looked up): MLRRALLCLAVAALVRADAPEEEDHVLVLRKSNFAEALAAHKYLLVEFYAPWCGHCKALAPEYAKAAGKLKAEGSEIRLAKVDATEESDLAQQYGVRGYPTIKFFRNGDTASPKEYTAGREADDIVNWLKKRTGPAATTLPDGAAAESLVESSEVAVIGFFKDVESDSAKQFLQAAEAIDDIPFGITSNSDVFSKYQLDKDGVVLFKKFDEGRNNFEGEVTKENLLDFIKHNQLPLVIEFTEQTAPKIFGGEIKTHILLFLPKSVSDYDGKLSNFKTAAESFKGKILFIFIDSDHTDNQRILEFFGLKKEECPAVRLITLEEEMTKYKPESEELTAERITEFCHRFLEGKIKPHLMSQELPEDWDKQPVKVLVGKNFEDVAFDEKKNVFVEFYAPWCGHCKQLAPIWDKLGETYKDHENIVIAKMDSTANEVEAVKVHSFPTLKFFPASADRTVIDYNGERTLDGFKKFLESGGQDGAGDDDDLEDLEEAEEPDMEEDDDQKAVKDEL
# KKLEB tox: CF airway cell cytotoxicity counter-screen; hit rate 0.36% among 360,000; activity change (cytotoxicity), % at 5 µM; AID 602141; KKLEB CF airway cells viability, ATPlite luminescence, overnight; stronger effect = lower value; cells stimulated with P. aeruginosa culture filtrate;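 active = corrected activity change at or below -50% at 5 µM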
# CaV13 FRET inh: Primary screen for inhibitors of IQ motif and Ca2+-dependent inactivation inhibitor domain binding in CACNA1D, Förster resonance energy transfer in living cells, …; HEK cells, CFP/YFP FRET ICDI-IQ, plate reader, 10 min; percent FRET-ratio fall versus neutral wells; inhibition, % at 12.3 µM; hit rate 0.098% among 340,000; AID 743397;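 active = mean replicate inhibition of at least 30% and at least 1% of replicates passing that level; inconclusive = only one of the two criteria is met; inactive = neither criterion is met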;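 note: 0% = median of the neutral control wells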
# TRPM1 prom inh: MITF TRPM1 promoter inhibition in SK-MEL-5 cells | SK-MEL-5 TRPM1 promoter luciferase, 24 h | inhibition, % at 12.5 µM | AID 488899 | hit rate 0.83% among 330,000;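 active = mean inhibition across replicates of 60% or more, whatever share of single replicates reaches that level; inconclusive = some that reach 60%, reason not given; inactive = mean inhibition across replicates below 60%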; note: values of inactives mirror those of a sister screen read the other way
# The depositor's hits bear a star; ? = inconclusive; . = not tested or not shown.
SMILES,Vif imaging,CF NFkB block,Shn3 inh set2,Peg3 prom inh,HIF-2a inh,NR2E3 ag-1,NR2E3 ag-2,PDI turbidity,KKLEB tox,CaV13 FRET inh,TRPM1 prom inh
O=C(Cc1c[nH]c2ccccc12)Nc1nnc(C2CC2)s1,-11,10,-8,-13,-38,4,-16,-7,-11,-3,5
COCCCn1nnnc1SCC(=O)Nc1nc2ccccc2s1,5,5,12,2,-5,7,-4,7,-2,-3,-15
O=C(CSCc1ccc(F)cc1)Nc1ccccc1C(=O)N1CCOCC1,1,0,-1,11,22,1,-18,-1,-5,-6,1
O=C(NCC(=O)N1CCCC1)c1cccs1,2,-1,-21,-62,-108,1,-19,-6,14,-9,-13
COc1ccc(/C=N/NC(=O)Cn2c(Cc3ccc(OC)c(OC)c3)nc3ccccc32)cc1,2,-15,5,15,17,1,-9,12,-5,-5,-15
Cc1cc(C)c2oc(=O)cc(CN3CCN(Cc4ccccc4)CC3)c2c1,-2,-6,72,9,5,1,-23,-1,-2,-2,14
CCOC(=O)c1cc(-c2csc(-c3cccc(Cl)c3)n2)on1,2,9,-14,-4,10,-1,-7,-11,5,-4,14
CCOc1ccc(NC(=O)CC2C(=O)N(C)C(=S)N2Cc2ccco2)cc1 (stereo not drawn),-5,-12,11,18,8,1,16,-1,7,-6,-10
CCCc1cnc(NCCNCC(O)COc2ccc(Cl)c(Cl)c2)nc1 (stereo not drawn),3,4,.,107*,5,1,-6,19,-4,-4,40
CCCCn1ccc(O)c(Cc2ccc(F)cc2)c1=O,2,-10,9,12,21,0,-22,2,5,1,15
O=C(NC(=S)Nc1cccc(Cl)c1)c1cncc(Br)c1,-8,-1,-4,-36,-53,0,-21,-5,-4,-19,.
COc1ccc(CNC(=S)Nc2ccc(F)c(Cl)c2)cc1,-1,6,-5,-12,-29,1,-7,1,-18,1,-5

# Single records, from the list above. Screens in order: Vif imaging, CF NFkB block, Shn3 inh set2, Peg3 prom inh, HIF-2a inh, NR2E3 ag-1, NR2E3 ag-2, PDI turbidity, KKLEB tox, CaV13 FRET inh, TRPM1 prom inh
# `O=C(NCC(=O)N1CCCC1)c1cccs1` is listed with 2, -1, -21, -62, -108, 1, -19, -6, 14, -9, -13
# `CCOc1ccc(NC(=O)CC2C(=O)N(C)C(=S)N2Cc2ccco2)cc1` (stereo not drawn) is listed with -5, -12, 11, 18, 8, 1, 16, -1, 7, -6, -10

# Continued.
SMILES,Vif imaging,CF NFkB block,Shn3 inh set2,Peg3 prom inh,HIF-2a inh,NR2E3 ag-1,NR2E3 ag-2,PDI turbidity,KKLEB tox,CaV13 FRET inh,TRPM1 prom inh
O=c1[nH]cnc2c1N1CCC2CC1,-2,8,-6,0,1,0,-14,8,-3,-2,-2
CS(=O)(=O)c1cccc(C(=O)Nc2cccc(S(=O)(=O)N3CCCC3)c2)c1,-6,-14,11,17,14,.,10,2,18,-4,6
COc1cc(CC(=O)NCc2ccco2)cc(OC)c1OC,1,-17,-5,15,12,-6,-8,1,5,-3,-2
Cc1c(Cl)c([N+](=O)[O-])nn1CC(=O)Nc1ccc2c(c1)OCO2,2,-16,-5,-4,21,1,-32,-11,2,-3,-5
O=C(CCCCCNC(=O)N1CCn2c1nc1ccccc12)NCc1ccc(F)cc1,4,-6,-27,-10,6,-4,13,5,-1,-2,3
CC1=NN(c2nc(-c3ccc(F)cc3)cs2)C(=O)C1,12,2,-2,-2,-1,3,15,0,-10,.,-14
COc1ccc(CNC(=O)COC(=O)CO/N=C(\C)c2ccc3c(c2)OCO3)cc1,6,4,2,-3,9,1,-17,-3,-10,-16,2
CCCN1CCN(c2ncnc3scc(C4COc5ccccc5O4)c23)CC1 (stereo not drawn),40,21,6,21,22,3,7,-1,4,-4,11
Cc1ccc(CNC(=O)C2CC(c3ccc([N+](=O)[O-])cc3)=NO2)cc1 (stereo not drawn),5,12,-13,-43,-76,0,-55,11,-10,-12,-9
CCc1ccc(N2CC(C(=O)Nc3ccc(OC)c(S(=O)(=O)N4CCOCC4)c3)CC2=O)cc1 (stereo not drawn),?,8,-4,2,7,.,-1,1,1,-6,.
CCOc1ccc(-c2cccc(NC(=O)COc3ccccc3)c2)nn1,15,-12,8,-2,-58,1,-49,8,-7,.,-23
N#CCC(C(=O)c1cccnc1)c1ccccc1 (stereo not drawn),-2,-7,-9,15,0,.,-23,-2,7,-9,.
COc1ccc(N(CC(=O)O)S(C)(=O)=O)cc1OC,32,0,-8,5,9,-1,2,-4,7,-5,6
O=[N+]([O-])c1ccc(Sc2nccn2Cc2ccccc2)c([N+](=O)[O-])c1,8,48,-10,35,-4,0,-1,-1,-30,-9,0
NC(=O)CSc1nc2scc(-c3ccc(Cl)cc3)c2c(=O)n1Cc1ccccc1,-19,-15,6,22,28,0,-18,8,-8,-6,4
O=C(Nc1ccc(Cl)cc1)c1cc2nc(-c3ccco3)cc(C(F)(F)F)n2n1,6,22,7,-19,-27,-2,-34,0,-12,.,-15
CC(C)(C)c1ccc(N=C2SCC(=O)N2Cc2cccs2)cc1,-5,3,-7,-15,-36,3,-29,2,-10,-5,-9
CCn1nc(C)c(/C=N/NC(=O)Cn2nnnc2N)c1C,2,-13,8,12,18,-5,-16,4,3,-2,.
C=C(c1ccccc1C)[n+]1ccccc1,5,-18,12,6,8,2,0,-3,4,-1,3
COc1ccc(C(=O)NC(C(=O)N2CCc3ccccc32)C(C)C)cc1 (stereo not drawn),0,2,3,-11,-2,-4,5,-5,9,-9,4
O=C(CSc1nc2cc(Cl)ccc2s1)NCc1ccc2c(c1)OCO2,0,-2,11,-1,6,6,19,4,3,-3,-14
COC(=O)C(c1cc(OC)c(O)c(OC)c1)(N1CCNC(C)C1)C(F)(F)F (stereo not drawn),-9,-6,8,0,0,3,7,0,-9,-5,-3
Cc1nnc(SCC(=O)Nc2nsc(-c3ccccc3)n2)s1,0,21,-13,-44,-14,-4,-23,-5,-1,-10,3
COc1ccc(Oc2cc(F)nc(N)n2)cc1,.,7,6,-6,-18,6,-7,8,2,-7,-9
O=C(/C=C/c1ccc(F)cc1)NCCCn1ccnc1,49,3,-14,14,9,2,-13,-3,-4,-4,3
CCCc1nnc(NC(=O)C2CC(=O)N(CCc3ccc(F)cc3)C2)s1 (stereo not drawn),4,-5,-1,-8,8,-1,-9,8,4,-7,3
CCCCn1nc(C(=O)O)ccc1=O,4,-9,11,10,12,4,-25,0,12,-3,9
CCc1nnc2sc(-c3ccc(NC(=O)c4ccc5c(c4)OCCO5)cc3)nn12,.,10,5,-36,-15,-4,-20,12,20,.,2
O=C(Nc1nc2ccccc2s1)c1c(F)cccc1Cl,-4,-6,-29,-197,-225,1,-92,9,9,-5,-40
Cn1cnnc1SCc1ccc(C(=O)N/N=C(\CCC(=O)O)c2ccc(C(C)(C)C)cc2)cc1,2,-4,5,-27,-6,-3,-12,-2,4,-3,-5
O=C(Nc1nccs1)C1CC=CCC1 (stereo not drawn),-6,5,6,-1,-3,2,-4,0,-8,-7,-3
O=C(Nc1cccc(Cl)c1)NC1CCS(=O)(=O)C1 (stereo not drawn),-5,-5,13,8,8,5,-5,10,-2,-7,12
Cc1ccc(SCc2cn3ccccc3n2)cc1,?,-21,-91,-247,-266,3,-110,1,-1,-1,-95
C=CCN1C(=O)C2(OCCCO2)c2cc(C)ccc21,-2,3,-7,-11,14,2,6,0,10,1,11
CC(Sc1nc(N)cc(=O)[nH]1)C(=O)Nc1ccc(N2CCOCC2)cc1 (stereo not drawn),12,-9,-17,8,10,.,-5,6,1,-5,.
Cc1ccc(CNC(=O)Cn2ncn3cccc3c2=O)cc1,12,-14,-18,-73,-133,8,-52,.,10,-7,-39
CCCCC(CCC(=O)O)(C(=O)OCC)c1csc(Nc2ccc(C)cc2)n1 (stereo not drawn),0,1,-53,9,12,1,15,-4,9,-6,-8
CCn1c(SCC(=O)Nc2ccccc2Cl)nnc1C1CC1,-1,4,-18,8,-3,4,0,-3,-1,-7,6
CN(C)C(=O)Cn1cc(S(=O)(=O)Cc2ccccc2)c2ccccc21,0,-25,2,-16,11,0,-25,-8,3,-4,7
O=C(N/N=C/c1ccco1)c1ccc(N2CCCC2=O)cc1,-3,2,-31,-33,-48,-1,-26,14,-4,-3,-9
CC(C)(C)NS(=O)(=O)c1ccc(CCC(=O)NCc2cccnc2)cc1,2,6,-26,8,0,1,1,-1,0,.,6

# Structural class, the compounds so far containing a furan ring, fused or not.
SMILES,Vif imaging,CF NFkB block,Shn3 inh set2,Peg3 prom inh,HIF-2a inh,NR2E3 ag-1,NR2E3 ag-2,PDI turbidity,KKLEB tox,CaV13 FRET inh,TRPM1 prom inh
CCOc1ccc(NC(=O)CC2C(=O)N(C)C(=S)N2Cc2ccco2)cc1 (stereo not drawn),-5,-12,11,18,8,1,16,-1,7,-6,-10
COc1cc(CC(=O)NCc2ccco2)cc(OC)c1OC,1,-17,-5,15,12,-6,-8,1,5,-3,-2
O=C(Nc1ccc(Cl)cc1)c1cc2nc(-c3ccco3)cc(C(F)(F)F)n2n1,6,22,7,-19,-27,-2,-34,0,-12,.,-15
O=C(N/N=C/c1ccco1)c1ccc(N2CCCC2=O)cc1,-3,2,-31,-33,-48,-1,-26,14,-4,-3,-9

# In a second layout: entries from further up
# Every second line gives: Vif imaging	CF NFkB block	Shn3 inh set2	Peg3 prom inh	HIF-2a inh	NR2E3 ag-1	NR2E3 ag-2	PDI turbidity	KKLEB tox	CaV13 FRET inh	TRPM1 prom inh
O=C(N/N=C/c1ccco1)c1ccc(N2CCCC2=O)cc1
  -3	2	-31	-33	-48	-1	-26	14	-4	-3	-9
CN(C)C(=O)Cn1cc(S(=O)(=O)Cc2ccccc2)c2ccccc21
  0	-25	2	-16	11	0	-25	-8	3	-4	7
CC(C)(C)NS(=O)(=O)c1ccc(CCC(=O)NCc2cccnc2)cc1
  2	6	-26	8	0	1	1	-1	0	.	6
CCCCC(CCC(=O)O)(C(=O)OCC)c1csc(Nc2ccc(C)cc2)n1 (stereo not drawn)
  0	1	-53	9	12	1	15	-4	9	-6	-8
CCn1c(SCC(=O)Nc2ccccc2Cl)nnc1C1CC1
  -1	4	-18	8	-3	4	0	-3	-1	-7	6

# Screening data from PubChem.
